Compound activity: PubChem BioAssay, National Center for Advancing Translational Sciences (NCATS)
TRHR PAM: allosteric enhancers of human TRH receptor; hit rate 0.66% among 360,000; enhancement, % at 2 µM; TRHR cells, fluo-8 calcium fluorescence, EC20 TRH enhancement; AID 493056; P34981; in the data active = enhancement above about 30%; also: 0% is about no effect
Target sequence (P34981 whole entry, looked up): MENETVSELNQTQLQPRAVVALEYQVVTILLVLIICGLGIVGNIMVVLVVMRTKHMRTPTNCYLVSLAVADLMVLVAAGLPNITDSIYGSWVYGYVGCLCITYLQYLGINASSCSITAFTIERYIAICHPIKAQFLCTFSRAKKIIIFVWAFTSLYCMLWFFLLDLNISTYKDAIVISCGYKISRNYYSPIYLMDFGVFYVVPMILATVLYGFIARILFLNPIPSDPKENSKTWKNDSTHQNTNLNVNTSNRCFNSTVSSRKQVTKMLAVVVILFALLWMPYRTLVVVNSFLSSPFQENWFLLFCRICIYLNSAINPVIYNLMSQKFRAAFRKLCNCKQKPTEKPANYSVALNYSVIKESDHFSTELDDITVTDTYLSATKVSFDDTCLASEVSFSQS
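Enhancer read-out: after compound pinning and an initial kinetic agonist-mode read, an EC20 of TRH (10 nM final) was injected and fluo-8 calcium signal (Ex 480/Em 530) followed at 1 s/cycle for 100 cycles in TRHR-expressing cells.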
USP1-UAF1 inh: USP1/UAF1 (human) deubiquitinase inhibition. O94782. recombinant USP1/UAF1, Ub-Rhodamine cleavage fluorescence. Potency, µM (top dose mostly 57.1 µM), for inactives: at the highest dose activity change, negative = inhibition, actives largely listed as inhibitors. hit rate 0.23% among 390,000; also: potency is read from the fitted curve at half-maximal effect; % is scaled to controls: 0 for no effect and ±100 for the full control effect; nearly all actives have a fitted effect of over 60% in size; inactives centre near -12
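USP1/UAF1 complex at 1 nM was preincubated with compound for 15 min at room temperature, then Ub-Rho substrate (150nM final) was added. Fluorescence (480/540 nm) was read kinetically, 6 reads every 60 seconds.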
mIDH1 inhibitor: inhibitors of human mutant IDH1 R132H. O75874. AID 602179. Potency, µM (series often up to 76.6 µM), for the others: top-dose activity change, negative = inhibition, actives largely listed as inhibitors. IDH1-R132H enzyme, NADPH consumption, diaphorase/resazurin fluorescence. hit rate 0.093% among 390,000; also: potency is read from the fitted curve at half-maximal effect; % is scaled to controls: 0 for no effect and ±100 for the full control effect; nearly all actives have a fitted effect of over 65% in size
Target sequence (O75874 whole entry R132H, stated change not applied): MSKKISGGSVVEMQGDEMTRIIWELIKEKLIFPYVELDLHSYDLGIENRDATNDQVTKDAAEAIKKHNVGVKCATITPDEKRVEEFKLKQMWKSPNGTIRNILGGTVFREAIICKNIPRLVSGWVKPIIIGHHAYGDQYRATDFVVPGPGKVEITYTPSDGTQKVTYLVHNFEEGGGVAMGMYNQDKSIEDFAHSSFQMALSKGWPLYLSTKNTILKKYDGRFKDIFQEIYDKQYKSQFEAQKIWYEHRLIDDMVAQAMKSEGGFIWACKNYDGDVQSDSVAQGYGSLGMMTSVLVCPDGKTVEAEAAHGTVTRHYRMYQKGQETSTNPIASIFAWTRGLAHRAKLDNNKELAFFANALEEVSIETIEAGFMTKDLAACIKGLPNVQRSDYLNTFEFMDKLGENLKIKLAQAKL
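IDH1-R132H (0.5 ug/mL dispensed) in pH 7.5 Tris buffer was preincubated 30 min with compound, then given a substrate mix of 0.016 mM NADPH and 2 mM alpha-KG for 80 min at room temperature; remaining NADPH was read by diaphorase/resazurin fluorescence.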
D2 antag: D2 dopamine receptor (human) antagonism; P14416; inhibition, % at 10 µM; HEK293 TREx D2 cells, calcium flux, dopamine EC80; hit rate 2% among 340,000; in the data active = inhibition above about 30%; also: 0% is about no effect
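HEK293 T-REx D2 cells, tet-induced, calcium dye no-wash. Cpd pintool add, 180 s kinetic, then EC80 DA, 180 s kinetic. Ca flux read.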
PI4K2A block: inhibitors of human PI4K2A. Q9BTU6. purified PI4K2A, ADP-Glo luminescence, 1 h; active compounds read low. activity change, negative = inhibition, % at 76.9 µM. hit rate 0.13% among 420,000; in the data active = activity change below about -50%; inconclusive = mostly about -30% to -49%;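 also: -100% = wells without enzyme as full effect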
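ADP-Glo luminescence measured ADP generated by PI4K2A enzyme (4 ug/mL before mixing) with 1.2 mM PI substrate (pre-mix) and 300 microM ATP (pre-mix). Tris pH7.5 buffer with MgCl2, Triton X-100; 1 h reaction at ambient temperature.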
TrxR1 substrate: substrates of rat thioredoxin reductase 1. Potency, µM (highest dose often 114 µM), for inactives: at the highest dose activity change, negative = substrate turnover. purified TrxR1 substrate turnover, NADPH consumption readout. hit rate 0.01% among 390,000. O89049. AID 588456; also: potency is read from the fitted curve at half-maximal effect; % is scaled to controls: 0 for no effect and ±100 for the full control effect; nearly all actives have a fitted effect of over 50% in size
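Rat TrxR1, dispensed at 90 nM, was prereduced with 400 uM NADPH (final) for 5 min at ~22 deg C, then incubated with compound 15 min before 400 uM selenite. A first-read NADPH fluorescence drop versus no-compound background flagged substrates.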
TRHR agonist: TRH receptor (human) agonism. AID 493084. P34981. TRHR cells, calcium flux fluo-8, FDSS agonist mode. activation, % at 2 µM. hit rate 0.18% among 360,000; in the data active = activation above about 30%; also: 0% is about no effect
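Steps: seed TRHR cells overnight; add fluo-8 no-wash Ca dye, RT 30 min–1.5 h; record 10 s baseline; pin-transfer compounds; monitor fluorescence 1 cycle/s for the agonist window. Calcium increases flag candidate agonists.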
rTrxR1 inhibitor: rat TrxR1 inhibition | Potency, µM (titrated, usually from 114 µM), for the others: at the highest dose activity change, negative = inhibition, actives largely listed as inhibitors | hit rate 1% among 390,000 | AID 588453 | recombinant rTrxR1, NADPH fluorescence consumption, selenite substrate; also: potency is read from the fitted curve at half-maximal effect; % is scaled to controls: 0 for no effect and ±100 for the full control effect; nearly all actives have a fitted effect of over 65% in size
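Rat TrxR1 (90 nM in the dispensed reagent) was pre-reduced with 400 uM NADPH for 5 min at room temperature, then incubated with compound for 15 min. After 400 uM selenite was added, NADPH fluorescence (Ex 340/Em 450 nm) was followed for 8 min.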
D2 agonist: activates the human D2 dopamine receptor. AID 485358. HEK293 T-REx D2 cells, calcium flux agonist mode. activation, % at 2 µM. hit rate 0.53% among 340,000;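 active = activation over 3 SD above normal in the single-dose calcium agonist read, cut at about 30% in these data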; also: 0% is about no effect
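Agonism is scored from calcium flux in a force-coupled, inducible HEK293 cell line expressing D2, read kinetically for 180 s after compound addition against dopamine controls.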
Active calls of the source: *; ? = inconclusive; . = no result given; [ ] = another dose, or the depositor's remark. Unless noted, calls follow the shape of the dose curve; as a rule, active = well fitted inhibition curve with a large enough effect; inconclusive = small, poorly fitted or top-dose-only effect; inactive = no such curve, though single readings can be large or run the other way.

SMILES	TRHR PAM	USP1-UAF1 inh	mIDH1 inhibitor	D2 antag	PI4K2A block	TrxR1 substrate	TRHR agonist	rTrxR1 inhibitor	D2 agonist
COC(=O)c1cnn(-c2ccc(C(=O)Nc3ccc(C(C)=O)cc3)cc2)c1N	-2.1	-2.8%	18.9%	.	-0.8	-4.6%[57.1 µM]	-0.4	5.6%[57.1 µM]	1.3
O=C(Nc1nc(-c2ccc3ccccc3c2)cs1)c1ccc(N2C(=O)CCC2=O)cc1	-2.0	-12.7%	23.9%	-5.0	-1.6	8.2%	0.5	18.9%	1.2
O=C(O)c1[nH]c2ccccc2c1C=NCc1ccccc1Cl	-0.9	-18.5%	4.0%	0.0	-4.3	4.0%	0.6	10.8%	0.2
Cc1cc(C)c(S(=O)(=O)Nc2cc(C)on2)c(C)c1	-8.3	-5.0%	-7.4%	-7.4	-3.0	-7.0%	1.0	5.9%	0.6
O=S(=O)(Nc1ccncc1Cl)c1ccc2ccccc2c1	-3.0	-13.8%	-0.8%	-11.3	-6.0	-5.9%[57.1 µM]	0.3	13.3%[57.1 µM]	1.7
COc1ccc(NC(C)=O)cc1NC(=O)CN1CCN(C2c3ccccc3-c3ccccc32)CC1	13.3	-15.6%	-0.1%	15.9	0.9	8.6%[57.1 µM]	-0.4	-2.1%[57.1 µM]	0.6
O=C(O)c1cccc(NC(=O)c2ccc(COc3ccc(Cl)cc3)cc2)c1	-0.9	-10.9%	2.4%	5.9	0.7	2.0%	0.2	9.3%	-0.2
CN(C)c1ccc(/C=N/NC(=O)c2ccccc2Cl)cc1	-7.6	0.5%	-2.5%	2.0	-0.5	-9.8%	0.5	-9.4%	-1.3
CCCCOc1nc2ccccc2nc1C(C#N)S(=O)(=O)c1ccccc1 (stereo unspecified)	0.3	-25.0%	9.7%	-8.2	-2.0	15.2%	0.0	-13.9%	-0.8
O=C(Nc1cc(-c2nc3ccccc3s2)ccc1Cl)c1ccc2c(c1)OCO2	8.9	-0.3%	-0.9%	-11.3	-5.9	4.0%	0.3	12.8%	0.9
CSc1ccc(C(=O)C2CCCN(C(=O)c3ccc4c(c3)OCO4)C2)cc1 (stereo unspecified)	6.2	-8.4%	1.4%	20.9	-2.2	-6.4%	-1.0	12.5%	0.0
CCCc1c(C)nc2ccccc2c1SCCC#N	-1.3	-23.7%	3.2%	-4.8	-2.6	-0.8%	-1.1	-1.9%	-1.4
O=C(CCC(=O)c1cccs1)NNC(=O)c1cc(Cl)ccc1Cl	.	-22.9%	7.2%	.	-3.5	6.6%[57.1 µM]	.	-4.6%[2.29 µM]	.
CCn1cc(C(=O)NCC(=O)OC)c2cc(OC)c(OC)cc2c1=O	-1.0	-8.8%	-4.5%	1.6	3.1	-1.5%[57.1 µM]	0.2	-1.8%[57.1 µM]	-0.1
O=C(NCc1ccccc1Cl)C1CCC(CNS(=O)(=O)c2ccc(Br)s2)CC1 (stereo unspecified)	1.1	-15.3%	3.2%	.	2.3	-2.3%	1.2	4.5%	0.5
COc1ccccc1N=Nc1c(O)[nH]c2ccc(Br)cc12	2.5	-23.9%	-7.4%	9.2	-21.1	-2.5%	3.6	-7.6%	2.2
Cc1csc2nc(-c3cccc(NC(=O)c4ccccc4F)c3)cn12	10.5	-34.6%	8.9%	.	2.6	2.2%[57.1 µM]	-0.3	16.7%[57.1 µM]	-0.5
Cc1ccc(C(=O)CCNc2ccccc2)o1	2.4	-3.9%	-1.7%	32.5*	7.2	-0.1%	-0.3	?	-0.2
CCOc1ccc(-c2[nH]nc3c2C(c2ccc(O)cc2)C(C#N)=C(N)O3)cc1 (stereo unspecified)	5.3	9.2%	-0.5%	19.7	-0.7	6.9%	-0.2	-11.8%	-0.1
Cc1ccc(CNS(=O)(=O)c2cc3c(cc2Cl)NC(=O)CO3)o1	0.3	-14.0%	16.8%	.	-3.4	3.3%[57.1 µM]	0.0	-1.0%[57.1 µM]	-0.6
O=C(COc1ccccc1F)c1ccc(O)cc1O	-1.1	-18.9%	-5.8%	3.2	-1.2	-3.9%	-0.5	18.3%	-0.8
Cc1c(NCc2cccnc2)cccc1C(=O)O	-17.5	-11.8%	0.0%	2.2	-4.1	3.5%	-0.1	22.0%	0.0
O=C(O)c1cccc(NC(=S)N/N=C/c2cccnc2)c1	-1.4	-12.9%	7.9%	1.1	-0.7	-1.9%	0.0	-7.3%	-0.4
O=C(/C=C/c1ccc(Cl)cc1)c1cccnc1	14.3	-15.8%	2.7%	.	7.9	-0.3%	-0.4	31.6µM*	.
CCC(=O)OCCn1c(Br)nc2c1c(=O)[nH]c(=O)n2C	8.2	2.9%	15.8%	-2.9	-0.1	-13.5%	0.5	-13.1%	1.1
O=C(Nc1ccc(Cl)cc1)OC(CN1CCCCC1)C(F)(F)F (stereo unspecified)	.	-0.2%	4.4%	.	0.1	-14.6%	.	-1.8%	.
Cc1noc(C)c1COc1ccc(C(=O)OCC(=O)Nc2ccc(C(=O)N(C)C)cc2)cc1	13.9	-2.3%	4.3%	-8.8	2.8	1.1%	0.8	21.5%	0.5
Cc1cc(C)n2cc(CSc3nnnn3-c3ccc(Cl)cc3)nc2n1	2.1	3.2%	4.7%	-12.5	8.7	10.3%[57.1 µM]	0.5	8.9%[57.1 µM]	0.9
Cc1cnc(CN(C)C(=O)C2CCC(=O)N(CCc3cccc(F)c3)C2)[nH]1 (stereo unspecified)	14.1	-4.6%	-8.8%	2.6	5.1	0.6%[57.1 µM]	0.8	19.9%[57.1 µM]	0.7
COC(=O)c1sc2nc3c(cc2c1N)COC(C)(C)C3	17.3	-22.5%	3.5%	-7.5	-2.0	0.3%	-0.5	11.1%	0.1
CC1CCc2sc(NC(=S)NC(=O)c3ccccc3)c(C#N)c2C1 (stereo unspecified)	6.0	-8.4%	4.7%	-5.0	-5.7	-4.5%	0.8	-0.1%[57.1 µM]	7.0
C=CCN(CC=C)CC(=O)Nc1ccc(S(N)(=O)=O)cc1	30.0	3.6%	-1.6%	.	-5.1	5.0%[57.1 µM]	0.0	5.1%[57.1 µM]	.
Cc1ccc(S(=O)(=O)Cc2ccc(C(=O)N3CCN(Cc4ccccc4)CC3)o2)cc1	-5.7	.	.	-8.9	.	.	-1.5	.	-1.1
CS(=O)(=O)N(CC(=O)Nc1ccccc1-c1ccccc1)c1ccc(F)cc1	3.5	-6.4%	2.1%	6.8	-4.7	-1.0%[57.1 µM]	-0.9	-1.3%[57.1 µM]	0.8
COc1ccc(/C=C/C(=O)O)cc1S(=O)(=O)N1CCC(C)CC1	-2.6	-5.2%	-8.9%	1.1	1.4	-14.0%	0.3	-28.7%	0.6
O=C(NCc1cccnc1)c1cc2ccccc2oc1=O	6.3	-10.2%	5.5%	-0.1	2.9	21.7%	0.2	-4.3%	-0.2
COC(=O)c1cc(NC2c3ccccc3C(=O)N2Cc2ccco2)cc(C(=O)OC)c1 (stereo unspecified)	4.6	-13.2%	-11.1%	18.6	1.2	4.1%[57.1 µM]	-0.1	-2.0%[57.1 µM]	-0.4
CC1(c2ccccc2Br)NC(=O)N(CC(=O)NC2CCCCC2)C1=O (stereo unspecified)	3.3	-23.1%	-3.4%	-7.7	2.2	2.4%	-0.1	31.1%	0.2
COCCOC(=O)C1=C(C)OC(N)=C(C#N)C1c1ccc2c(c1)OCO2 (stereo unspecified)	1.6	-0.9%	-0.1%	-7.8	9.8	-5.2%	-2.2	-24.6%	-0.6
COc1cc(NC(=O)CC(C)n2nc(C)cc2C)cc(OC)c1 (stereo unspecified)	-2.5	-8.2%	-9.5%	.	3.0	-1.8%[57.1 µM]	0.2	8.2%[57.1 µM]	0.4

7 consecutive compounds from above, for reference:
SMILES	TRHR PAM	USP1-UAF1 inh	mIDH1 inhibitor	D2 antag	PI4K2A block	TrxR1 substrate	TRHR agonist	rTrxR1 inhibitor	D2 agonist
CC1CCc2sc(NC(=S)NC(=O)c3ccccc3)c(C#N)c2C1 (stereo unspecified)	6.0	-8.4%	4.7%	-5.0	-5.7	-4.5%	0.8	-0.1%[57.1 µM]	7.0
C=CCN(CC=C)CC(=O)Nc1ccc(S(N)(=O)=O)cc1	30.0	3.6%	-1.6%	.	-5.1	5.0%[57.1 µM]	0.0	5.1%[57.1 µM]	.
Cc1ccc(S(=O)(=O)Cc2ccc(C(=O)N3CCN(Cc4ccccc4)CC3)o2)cc1	-5.7	.	.	-8.9	.	.	-1.5	.	-1.1
CS(=O)(=O)N(CC(=O)Nc1ccccc1-c1ccccc1)c1ccc(F)cc1	3.5	-6.4%	2.1%	6.8	-4.7	-1.0%[57.1 µM]	-0.9	-1.3%[57.1 µM]	0.8
COc1ccc(/C=C/C(=O)O)cc1S(=O)(=O)N1CCC(C)CC1	-2.6	-5.2%	-8.9%	1.1	1.4	-14.0%	0.3	-28.7%	0.6
O=C(NCc1cccnc1)c1cc2ccccc2oc1=O	6.3	-10.2%	5.5%	-0.1	2.9	21.7%	0.2	-4.3%	-0.2
COC(=O)c1cc(NC2c3ccccc3C(=O)N2Cc2ccco2)cc(C(=O)OC)c1 (stereo unspecified)	4.6	-13.2%	-11.1%	18.6	1.2	4.1%[57.1 µM]	-0.1	-2.0%[57.1 µM]	-0.4
